# From PubChem BioAssay
# KCNQ2 inh = KCNQ2 potassium channel inhibitors, primary screen, cell-based, CHO-K1, FluxOR thallium flux, B-score (AID 2156) | Potassium voltage-gated channel subfamily KQT member 2 (Rattus norvegicus), O88943 | 20 min; hits give low values | B-score at 10 µM | hit rate 1.1% among 310,000;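 active = fluorescence ratio B-score at most minus 3 library SDs, with starting brightness B-score within 2 library SDs, cut at about -5.5 in these data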
# Kir21 inh = inhibitors of mouse Kir2.1 inward-rectifier potassium channel | B-score at 10 µM | hit rate 0.85% among 310,000 | HEK293-Kir2.1, FluxOR thallium flux fluorescence; hits give low values;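 active = fluorescence ratio B-score at or below minus 3 SD of library scores, with starting-brightness B-score within 2 SD, cut at about -4.2 in these data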;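 also: channel flux triggered by added potassium and thallium sulfate stimulus; B-score of peak minus minimum fluorescence over baseline after thallium stimulus; more negative B-score means stronger Kir2.1 block with less thallium influx; some compounds called inactive have numbers as strong as hits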
# Target sequence (P35561 whole entry, looked up): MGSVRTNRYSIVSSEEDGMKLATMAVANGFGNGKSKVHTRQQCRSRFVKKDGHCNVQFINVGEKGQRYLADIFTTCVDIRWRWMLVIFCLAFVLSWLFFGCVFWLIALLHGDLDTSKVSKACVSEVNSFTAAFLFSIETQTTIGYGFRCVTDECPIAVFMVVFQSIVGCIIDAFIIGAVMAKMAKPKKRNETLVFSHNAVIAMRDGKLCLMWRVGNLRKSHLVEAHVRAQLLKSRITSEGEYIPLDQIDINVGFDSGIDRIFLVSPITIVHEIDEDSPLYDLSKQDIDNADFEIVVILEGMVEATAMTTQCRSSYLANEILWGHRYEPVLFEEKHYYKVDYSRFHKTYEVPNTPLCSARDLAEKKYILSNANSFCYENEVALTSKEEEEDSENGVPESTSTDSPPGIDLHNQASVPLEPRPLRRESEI
# An asterisk follows results filed as active; i = inactive.
SMILES,KCNQ2 inh,Kir21 inh
Cc1cc(C)c2cc(C(=O)Nc3ccccc3)[nH]c2c1,i,0.25
CC1CCCN(C(=O)CCNS(=O)(=O)c2ccc3c(c2)oc(=O)n3C)C1 (stereo unspecified),i,-0.41
CNC(=S)N(Cc1ccc(OC)cc1)C1CC(=O)N(c2ccc(C(=O)OC)cc2)C1=O (stereo unspecified),i,-0.56
Nc1nonc1-n1nncc1-c1ccccc1,i,0.4
Cc1ccc(N(CC(=O)NC2CCCCC2)C(=O)c2ccc(C)s2)cc1,i,-0.13
CC12CCC(C(N)=O)(c3nc4ccccc4nc31)C2(C)C (stereo unspecified),i,0.08
COc1ccccc1C(C#N)c1cccc(Cl)n1 (stereo unspecified),i,0.28
CCOC(=O)C1(C)C=C(Nc2ccc(C)cc2)C(=O)N1c1ccc(C)cc1 (stereo unspecified),i,0.02
Cc1cc(OCC(=O)N2CCN(c3ccccn3)CC2)c(C)cc1Br,i,3
CSc1ccccc1NC(=O)CN(C)C(C)C(=O)NC(=O)NC1CCCCC1 (stereo unspecified),i,-0.64
CC(C)CNS(=O)(=O)c1cc(C(=O)OCC(=O)N2CCOCC2)c(Cl)cc1Cl,i,-1.3
CCOCCCNC(=O)C(NC(=O)C1CCC(=O)N1)c1ccc(C)cc1 (stereo unspecified),i,-1.1
N#C/C(=C/c1ccc(CNS(=O)(=O)c2ccccc2)o1)C(N)=O,i,-0.12
Oc1c(C(c2ccccc2Cl)N2CCCC2)ccc2cccnc12 (stereo unspecified),i,-2.3
O=S(=O)(c1ccc(Cl)cc1Cl)n1ccc2cccnc21,i,-0.91
O=C(NCCOC(=O)c1ccc(F)cc1)c1ccc(F)cc1,i,-0.46
CC1(C)CC2(CCO1)OC(=O)CC2C(=O)NCc1ccccc1 (stereo unspecified),i,0.53
COC(=O)c1ccc(NC(=O)c2sc3nc(-c4ccccc4)cn3c2C)cc1,i,-0.76
Cc1ccn2c(=O)c(C(=O)NCCCN3CCCC3=O)c(O)nc2c1,i,0.94
Cc1ccccc1C(=O)NC(=S)NCCC1=CCCCC1,i,-0.04
COC(=O)C1=C(C)NC(=O)/C1=C\c1cc(C)n(-c2ccccc2F)c1C,i,0.01
Cc1cc(/C=N/n2cnnc2)c(C)n1-c1ccc2ncccc2c1,i,0.13
Cc1ccc(NC(=O)c2noc3c2CCC3)cc1C,i,-2.2
Cn1c(SCC2CCCO2)nnc1-c1ccc([N+](=O)[O-])cc1 (stereo unspecified),i,1.5
CCCCOc1ccc(C2C(C(=O)c3cccs3)=C(O)C(=O)N2CCN2CCOCC2)cc1 (stereo unspecified),i,1.7

# Other entries.
SMILES,KCNQ2 inh,Kir21 inh
CCOP(=O)(OCC)C(NC(=O)Nc1c(C)cc(C)cc1C)c1ccccc1 (stereo unspecified),-9.2*,-1.5
CCOc1cccc(CNCCO)c1OCc1ccc(Cl)cc1,i,-3.8
Nc1nnnn1/N=C/c1cc(Br)ccc1O,i,-0.59
Cc1cccc(Cn2c(C(C)(C)C)cc3cccnc32)c1,i,-5.1*
Cc1ccccc1-n1nc(CSc2nc3ccccc3[nH]2)c(-c2ccccc2)c1N,i,-1.2
O=[N+]([O-])c1cc(C(F)(F)F)ccc1NCCc1c[nH]c2ccc(O)cc12,i,-1.1
C(=N\Nc1ccccc1)/c1ccc(N2CCOCC2)cc1,i,-0.76
Cc1cc(C(=O)CSc2nc(N)cc(N)n2)c(C)n1C1CC1,i,-0.92
S=C(NC1CCCCC1)N1CCCCC1,i,0.78
COc1ccc(NC(=S)N2C3CCC2CC(NC(=O)NC24CC5CC(CC(C5)C2)C4)C3)c(OC)c1 (stereo unspecified),i,-2.3
Cc1ccccc1N(C(=O)Cc1c[nH]c2ccccc12)C(C(=O)NC1CCCCC1)c1ccco1 (stereo unspecified),i,1.9
O=C(NC1CCCCC1)N1CCC(c2nc(-c3ccc(S(=O)(=O)N4CCCC4)cc3)no2)CC1,i,1.2
CCOc1ccc(Br)cc1S(=O)(=O)Nc1ccc(Cl)c(S(=O)(=O)N(C)C)c1,i,-1.2
Cc1cccc(-n2cc(C(=O)O)c(=O)cc2C)c1,i,-0.35
CCCCC(C(=O)O)C(C)CC(=O)NNC(=O)c1ccco1 (stereo unspecified),i,-1.6
Cc1ccccc1OCC(=O)N/N=C/c1cccn1C,i,0.74
CCN(Cc1ccccc1)S(=O)(=O)c1cc(C(=O)O)ccc1OC,i,-0.17
CC(C)NC(=O)CSc1nnc(-c2ccco2)n1N,i,-0.68
CCOc1ccc(-c2cc(C(=O)NN=C3CCN(C)CC3)[nH]n2)cc1,i,-0.15
O=C(Nc1cccc(C(=O)Nc2ccc(Cl)cn2)c1)c1ccccc1,i,-1.6
CN(Cc1ccc(OC(F)F)cc1)C(=O)c1ccccc1Sc1ccccc1C#N,i,-0.56
O=C(NCC(=O)N(CCN1CCOCC1)C(C(=O)NC1CCCC1)c1cccs1)c1ccco1 (stereo unspecified),i,-0.1
CCC(Sc1nc(C)cc(=O)[nH]1)C(=O)Nc1nc(-c2ccccc2)cs1 (stereo unspecified),i,-1.7
CC(=O)c1cccc(NC(=O)c2csc(-n3nc(C)cc3C(F)(F)F)n2)c1,i,2.1
Cc1ccc(NC(=O)CS(=O)Cc2nc(-c3ccc(C)cc3)oc2C)cc1 (stereo unspecified),i,-1.2

# Structural class: those above with a COOH group.
SMILES,KCNQ2 inh,Kir21 inh
Cc1cccc(-n2cc(C(=O)O)c(=O)cc2C)c1,i,-0.35
CCCCC(C(=O)O)C(C)CC(=O)NNC(=O)c1ccco1 (stereo unspecified),i,-1.6
CCN(Cc1ccccc1)S(=O)(=O)c1cc(C(=O)O)ccc1OC,i,-0.17

# The listing picks up with the 3 entries that preceded the break.
SMILES,KCNQ2 inh,Kir21 inh
CCC(Sc1nc(C)cc(=O)[nH]1)C(=O)Nc1nc(-c2ccccc2)cs1 (stereo unspecified),i,-1.7
CC(=O)c1cccc(NC(=O)c2csc(-n3nc(C)cc3C(F)(F)F)n2)c1,i,2.1
Cc1ccc(NC(=O)CS(=O)Cc2nc(-c3ccc(C)cc3)oc2C)cc1 (stereo unspecified),i,-1.2
COc1ccccc1N1CCN(C(=O)CCc2nnc3ccc(N4CCC(C)CC4)nn23)CC1,i,0.13
Cc1ccc(C(=O)Nc2nnc(-c3cccs3)s2)cc1C,i,-0.25
COc1ccc(OC)c(NC(=O)C2CCCN2S(=O)(=O)c2cccc3nsnc23)c1 (stereo unspecified),i,-1.3
O=C(/C=C/c1ccco1)OCn1nnc2ccccc2c1=O,i,0.1
CC1CCCN(C(=O)Nc2cccc(NC(=O)N3CCCC(C)C3C)c2)C1C (stereo unspecified),i,0
COc1ccc(COC(=O)c2sc3nc4n(c(=O)c3c2C)CCC4)cc1,i,1
NC(=O)C1CC(=O)N(Cc2ccc3c(c2)OCO3)C(=Nc2ccccc2)S1 (stereo unspecified),i,0.79
COc1ccc(N(CC(=O)N2CCN(c3ccccc3F)CC2)S(=O)(=O)c2ccc(C)cc2)cc1,i,2.1
S=C(Nc1ccc(Br)cc1)NC1CCCCC1,i,0.03
Cc1ccc(CN2CCS(=O)(=O)CC2)o1,i,-0.05
C=CCn1nnnc1-c1cccc(Cl)c1,i,1.5
COc1ccc(OCc2cc(C(=O)NC(C)Cc3cnccn3)no2)c(Cl)c1 (stereo unspecified),i,0.29
COc1ccc(CNS(=O)(=O)c2ccc(NC(=O)N3CCCCC3)cc2)cc1,i,-0.4
Cc1ccccc1C(=O)c1cccn1CC(=O)NCC(C)c1ccccc1 (stereo unspecified),i,-6.4*
Cc1cccc(CN2CCN(Cc3cnn(-c4ccccc4F)c3)CC2CCO)n1 (stereo unspecified),i,-0.28
O=C(COC(=O)[C@@H]1CCCN1S(=O)(=O)c1ccc(Cl)cc1)NCC(F)(F)F,i,-0.62
COc1ccc(C(=O)CSc2nc(C)cc(C)n2)cc1[N+](=O)[O-],i,0.6
COc1ccc2nc(NC(=O)c3ccoc3C)sc2c1,i,-0.6
COc1ccc(CNC(=O)c2ccc(S(=O)(=O)N3CCCC3)cc2)cc1OC,i,-0.07
CC(COc1ccccc1)N1CCC(CO)(CCc2ccccc2)CC1 (stereo unspecified),i,-2.2
CCCc1ccc(S(=O)(=O)N(C)S(=O)(=O)c2ccc(F)cc2)cc1,i,0.31
COc1cccc2cc(C(=O)NCCc3ccccc3)oc12,i,0.95
COc1cccc(C(=O)Nc2nnc(SCC(=O)Nc3ccc(NC(C)=O)cc3)s2)c1,i,1.1
COC(=O)C1=C(C)Nc2c(c(=O)n(C)c(=O)n2C)C1c1cccnc1 (stereo unspecified),i,-0.34
Cc1cc(NC(=O)c2cc3ccccc3o2)ccc1NC(=O)c1ccccc1,i,0.74

# Carrying on:
SMILES,KCNQ2 inh,Kir21 inh
COc1ccc(-c2noc(=O)[nH]2)cc1,i,1.5
O=C(NC(=S)N(Cc1ccccc1)c1ccccn1)C1CCCCC1,i,-0.53
O=C(Nc1cccc(-c2csc(Nc3ccc(Cl)cc3)n2)c1)c1cc([N+](=O)[O-])cc(C(F)(F)F)c1,i,-0.11
COc1ccc2c(c1)[nH]c1c(=O)n(/N=C/c3ccc(OC)c(CN4CCCCC4)c3)cnc12,i,0.01
COc1ccc(C(=O)OCCOc2cccc(Cl)c2)cc1S(=O)(=O)N1CCOCC1,i,-1.6
COc1ccccc1CN1CCNC(=O)C1CC(=O)NCC1CCOCC1 (stereo unspecified),i,0.8
O=C(Nc1cccnc1Cl)c1noc2c1CCc1ccccc1-2,i,0.43
CN(C)Cc1cc(O)c(CN(C)C)cc1O,i,0.28
CCC1CCCCN1CCCNC(=O)CCC(=O)N1CCOc2ccccc21 (stereo unspecified),i,-1.4
CCn1c(CC(=O)Nc2ccc(F)cc2)nnc1SCC(=O)Nc1nncs1,i,-0.14
COC(=O)Cc1ccc(NC(=S)NC(C)(C)C)cc1,i,0
CCOC(=O)c1cc2c(nc1N)CCCC2,i,-1.3
COC(=O)c1ccc(CN(C(C)=O)c2ccccc2)o1,i,-0.74
COc1ccccc1NC(=O)c1ccc(COc2ccccc2OC)cc1,i,-0.02
CSc1nnc(-c2ccc(C(F)(F)F)nc2C)o1,i,1.7
O=C(NCCN1CCOCC1)C(=O)NCC1OCCCN1S(=O)(=O)c1cc(F)ccc1F (stereo unspecified),i,-0.62
Cc1sc2ncnc(N/N=C/c3cccc(O)c3)c2c1C,i,0.35
CCN(CC)S(=O)(=O)c1ccc(C)c(C)c1,i,-0.24
Cc1cc(NC(=O)CCSc2ccc(Cl)cc2)no1,i,-0.03
COc1ccc(Cn2c3ccc(OC)cc3c3nc4ccccc4nc32)cc1,i,1.2
COC(=O)C1=C(O)/C(=C\c2ccc(OCC(=O)Nc3ccc(OC)cc3)cc2)N=C1C,i,-0.88
Nc1cc(=O)[nH]c(SCc2ccc(Cl)cc2)n1,i,0.01
O=C(NCCc1cccc(F)c1)C1CCC(=O)N(CCCc2ccccc2)C1 (stereo unspecified),i,1.9
COC(=O)c1cccc(NS(=O)(=O)c2ccc(OC)c(OC)c2)c1C,i,-1.2
Nc1n[nH]c(-c2ccccc2[N+](=O)[O-])n1,i,-0.02

# Individual results from the entries so far:
# Kir21 inh result of `CCOC(=O)C1(C)C=C(Nc2ccc(C)cc2)C(=O)N1c1ccc(C)cc1` (stereo unspecified) : 0.02
# Kir21 inh result of `S=C(Nc1ccc(Br)cc1)NC1CCCCC1` : 0.03
# Kir21 inh result of `CCN(Cc1ccccc1)S(=O)(=O)c1cc(C(=O)O)ccc1OC` : -0.17

# Next part:
SMILES,KCNQ2 inh,Kir21 inh
CC(C)CCN1CCN(Cc2cn[nH]c2C2CCCCC2)CC1CCO (stereo unspecified),i,-0.03
Cc1ccc(Nc2nnc(SCc3ccccc3)s2)cc1,i,1.3
Cc1ccc(OCC(=O)NNC(=O)C2CCN(c3nc(C)cc(C)n3)CC2)cc1,i,-1.8
COc1cc(-c2nc(-c3ccccc3)c(-c3cccs3)[nH]2)cc(OC)c1O,i,-0.58
Cc1cc(C(=O)CSc2nc(N)cc(N)n2)c(C)n1CCc1ccc(F)cc1,i,0.03
O=C(Nc1ncc(Cc2cccc(C(F)(F)F)c2)s1)C1CCCO1 (stereo unspecified),i,1.2
O=C(CN1CCOCCOCCN(CC(=O)Nc2ccccc2)CCOCC1)Nc1ccccc1,i,0.2
O=[N+]([O-])/C=C\c1ccc(N2CCCC2)c(F)c1,i,-1.4
O=C1c2cccnc2C(O)N1Cc1cccs1 (stereo unspecified),i,-1.9
Cc1cc(OC(C)C(=O)Nc2cccnc2)ccc1Cl (stereo unspecified),i,0.58
O=C(CCc1nc(-c2ccccn2)no1)NCc1ccc2c(c1)OCO2,i,-0.06
Cc1ccc(N2CC(=O)N(CC(=O)O)C2=O)cc1,i,0.46
COc1ccccc1/C=N/NC(=O)c1ccc(NC(=O)c2ccccc2Br)cc1,i,0.44
Cc1c(C(=O)Nc2ccc(Br)cc2)cnn1C,i,-2
CC(=O)Nc1ccc(NC(=O)Cn2cnc3c(nnn3Cc3ccc(F)cc3)c2=O)cc1,i,0.3
COCCn1c(=O)[nH]c2cc(C(=O)NCC3CCCO3)ccc2c1=O (stereo unspecified),i,2.6
O=C(NNC(=O)C1[C@H]2CCCC[C@@H]12)Nc1cccc2ccccc12 (stereo partly specified),i,0.72
CCC(C)C(NS(=O)(=O)c1ccc(C)cc1)C(=O)NCCCN1CCOCC1 (stereo unspecified),-5.6*,-0.09
O=C(NCc1ccco1)c1ccc(Cl)c(S(=O)(=O)N2CCc3ccccc32)c1,i,-2
